# Redox H2O2 prof = compounds producing H2O2 with reducing agent – biochemical, NIH compound library profiling, artefact control for MLSCN library redox annotation, primary screen; DTT-dependent redox cycling H2O2, phenol red/HRP absorbance; 100% = 100 µM peroxide control, 0% = buffer; activation, % at 10 µM; actives 0.03% (n = 200,000); AID 878;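 active = activation of at least 50% relative to the plate's high and low controls in the primary single-dose screen; inactive = activation below 50%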;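 also: compound incubated with DTT at 0.8 mM final as the reducing agent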
# FLuc inhib CS = Photinus pyralis luciferase inhibition counter-screen | AID 1006 | inhibition, % at 10 µM | ATPLite firefly luciferase biochemical luminescence, 10 min | actives 1.5% (n = 200,000) | P08659;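 active = inhibition above about 50% when tested at 10 µM, limit read from the data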
# Target sequence (P08659 whole entry, looked up): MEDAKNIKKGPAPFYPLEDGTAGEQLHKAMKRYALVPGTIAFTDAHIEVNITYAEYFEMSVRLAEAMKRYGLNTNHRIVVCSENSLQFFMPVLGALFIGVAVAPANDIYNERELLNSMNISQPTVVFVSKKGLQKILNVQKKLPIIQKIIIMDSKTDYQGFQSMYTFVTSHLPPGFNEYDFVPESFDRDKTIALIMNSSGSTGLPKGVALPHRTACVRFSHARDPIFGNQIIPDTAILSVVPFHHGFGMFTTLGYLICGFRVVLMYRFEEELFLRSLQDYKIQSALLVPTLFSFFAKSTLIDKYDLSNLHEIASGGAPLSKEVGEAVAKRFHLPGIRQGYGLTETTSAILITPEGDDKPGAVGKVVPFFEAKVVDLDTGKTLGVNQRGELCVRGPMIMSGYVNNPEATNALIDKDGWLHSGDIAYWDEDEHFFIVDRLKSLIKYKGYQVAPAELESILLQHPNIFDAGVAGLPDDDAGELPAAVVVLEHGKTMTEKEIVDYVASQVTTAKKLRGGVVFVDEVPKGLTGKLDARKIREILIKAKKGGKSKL
# G6PDH CS = L. mesenteroides G6PDH inhibition counter-screen | Purified L. mesenteroides G6PDH, diaphorase/resazurin coupled fluorescence, 45 min | inhibition, % at 5 µM | actives 0.12% (n = 200,000); in the data active = inhibition above about 50%
# FLuc act counter = affects firefly luciferase, flagging false hits in luciferase stimulation screens; activation factor at 10 µM; ATPlite luciferase biochemical, luminescence, 10 min; 0 = ATP-free wells, 1 = DMSO control; 200,000 tested, under 10 active; P08659;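 active = luciferase activation factor, scaled between plate controls, of at least 2 with compound at 10 µM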
#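 Material: Luciferase/luciferin reagent mix; Doses: test compounds dosed from 2 mM stocks in 100% DMSO; Schedule: 10 min incubation after luciferase reagent addition, room temperature; Measured by: luminescence from luciferase reaction; Read-out: luminescence gain marking luciferase activators.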
# HMGR II inh = E. faecalis class II HMG-CoA reductase inhibition. purified E. faecalis HMGR, NADPH absorbance 340 nm kinetic. inhibition, % at 10 µM. actives 0.41% (n = 190,000). AID 1066;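 active = inhibition above a set limit, the median over all tested compounds plus 3 SD, cut at about 9.5% in these data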;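 also: enzyme runs in reverse so mevalonate oxidation gives rising NADPH absorbance; 0% = complete reaction with DMSO and 100% = background rate lacking mevalonate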
# APP transl inh = APP translation inhibition; actives 0.82% (n = 190,000); AID 1285; SH-SY5Y APP 5'UTR-luciferase reporter, luminescence; inhibition, % at 2 µM;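 active = inhibition above a set limit, derived from the sample mean plus 3 SD, cut at about 45% in these data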; also: values of inactives mirror those of a sister screen read the other way
# Hsp70 activator = transcriptional activators of Hsp70; HeLa Hsp70 promoter luciferase reporter, luminescence; scaled: vehicle 0, proteasome-inhibitor control 100%; activation, % at 10 µM; actives 0.04% (n = 200,000);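 active = activation above the mean across all tested compounds plus 3 SD, cutoff set per campaign, cut at about 5.5% in these data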;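 also: 100% = MG132 at 30 µM as the positive control and 0% = DMSO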
# APP 5'UTR act = activates APP 5'UTR luciferase reporter; SH-SY5Y APP 5'UTR luciferase reporter, luminescence; zero percent = DMSO vehicle wells; activation, % at 2 µM; actives 1% (n = 190,000); AID 1276;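 active = activation above a set limit, based on mean plus 3 SD of controls, cut at about 140% in these data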; also: values of inactives mirror those of a sister screen read the other way
# NF-kB neuron act = NF-kB expression increase, human neuronal cells | fold change at 12.5 µM | NF-kB reporter expression; active compounds read high | AID 1239 | actives 1.6% (n = 190,000); in the data active = fold change above about 3.3
# STAT1 activator = increases IFN-gamma driven STAT1 reporter signal. AID 932. activation (% of control), % at 5.5 µM. NIH 3T3 STAT1-luciferase reporter, luminescence; 100% = IFN-gamma alone, no compound. actives 2.6% (n = 200,000);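 active = activation above the screen-wide mean activation plus 3 SD, cut at about 130% in these data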;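 also: raw ratio to IFN-gamma control signal so 100% means no change and 0% no light; values of inactives mirror those of a sister screen read the other way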
# * hit, by the source's call; nt = not tested or not shown.
# The line under a structure holds: Redox H2O2 prof	FLuc inhib CS	G6PDH CS	FLuc act counter	HMGR II inh	APP transl inh	Hsp70 activator	APP 5'UTR act	NF-kB neuron act	STAT1 activator
COc1ccc(-c2cc(C(F)(F)F)n3ncc(C(=O)O)c3n2)cc1OC
→ 0.8	-5	6	1	-4	7	0.0	-7	1	92
COc1c(C)cc(S(=O)(=O)NC2CC(C)(C)NC(C)(C)C2)c(C)c1C
→ 0.2	-4	4	1	-4	-12	-0.1	11	0.99	108
COCc1cc(C)n(CC(=O)N2CCCC2)c(=O)c1C#N
→ -0.4	4	10	1	-3	-4	0.2	4	1	103
COc1ccc(Cl)cc1C(=O)Nc1ccc(S(=O)(=O)N2CCCC2)cc1
→ 0.0	1	9	1	-5	6	-0.6	-6	0.96	99
O=C(CNC(=O)/C=C/c1ccccc1)N=Nc1c(O)n(Cc2ccccc2)c2ccccc12
→ 0.4	-7	-47	1.1	-5	-18	-0.4	18	1.2	109
CCSc1cc(N2CCCC2)nc(-c2ccc(F)cc2)n1
→ -0.3	-2	1	1	-1	-4	0.0	4	1.1	103
CCN(Cc1ccccc1)C(=S)Nc1cc(C(=O)OC)ccc1C(=O)OC
→ -0.3	-3	0	1	-3	23	-0.4	-23	1.3	100
Cc1ccc(S(=O)(=O)N2CCN(C(=S)NCc3ccc4c(c3)OCO4)CC2)cc1
→ -0.4	-8	5	1.1	-12	4	-0.4	-4	1.1	96
O=C(CCC1CCCC1)N1CCN(C(=O)C2CC2)CC1
→ 1.4	-1	10	1	3	3	-0.7	-3	1.2	101
O=C1CC(N2CCN(Cc3ccc4c(c3)OCO4)CC2)C(=O)N1c1cccc2ccccc12 (centres undefined)
→ 0.5	-3	10	1	-10	8	-0.3	-8	1.1	96
COc1ccc(-n2cnc3cc([N+](=O)[O-])ccc32)cc1
→ -0.4	-4	4	1	-5	1	-0.3	-1	1.8	123
COc1cc(OC)cc(C(=O)N/N=C/c2ccc(OC)c(COc3ccc4ccccc4c3)c2)c1
→ -7.7	3	1	1	-8	56*	0.3	-56	1.1	103
O=S(=O)(Nc1ccc2cn[nH]c2c1)c1ccccc1
→ -0.2	-5	5	1.1	-1	-17	-0.4	17	1.3	98
C=CCSc1nnc2nc3[nH]c4c(C)cccc4c3nn12
→ 1.3	0	0	1	2	-23	0.0	23	1.2	123
CCC(C)NC(=O)C(=O)NCC1CCCN1CC (centres undefined)
→ 0.4	-6	4	1.1	-5	10	-0.5	-10	1.2	96
OCCC#Cc1ccc(CN2CCN(Cc3ccccc3)C(CCO)C2)cc1 (centres undefined)
→ -1.8	-1	4	1	-1	-16	-0.1	15	1.1	99
O=C(NC1CCCc2ccccc21)c1ccc(Cl)nc1 (centres undefined)
→ 0.3	-8	1	1.1	-2	-26	0.3	26	0.97	97
CCOc1ccc(/C=N/NC(=O)Nc2ccccc2)cc1
→ -0.9	41	23	0.6	-2	-105	0.8	105	3.1	161*
CNc1c(N)n(Cc2ccccc2)c(=O)[nH]c1=O
→ 4.2	-4	7	1	1	6	0.0	-6	1.2	105
Nc1cc(N)nc(SCC(=O)NNC(=O)Cc2ccccc2)n1
→ -2.3	-2	6	1	0	3	-0.3	-3	1.1	106
O=C(O)c1ccc(COc2ccccc2/C=C2/NC(=O)N(c3cccc(Cl)c3)C2=O)cc1
→ -0.4	-4	-8	1	1	-20	-0.4	20	1.1	101
S=C(Nc1ccccc1Cl)N(CCCN1CCOCC1)Cc1ccccn1
→ -0.9	-4	6	1	-3	-12	-0.3	12	1.4	102
COc1cccc(CC(=O)Nc2nc(-c3cc(OC)ccc3OC)cs2)c1
→ -2.8	-3	6	1	12*	0	-0.1	0	1	102
O=S(=O)(NCCc1ccccc1F)c1cccc(S(=O)(=O)N2CCOCC2)c1
→ -0.5	-5	8	1	-1	2	-0.5	-2	0.9	97
CCOC(=O)c1cnc(-c2ccccc2)nc1N
→ -1.0	29	35	0.7	0	-126	-0.1	126	5*	146*
Cc1ccc(C(=O)C(OC(=O)CCC(=O)Nc2cccc(C)c2)c2ccccc2)cc1 (centres undefined)
→ -3.5	-2	6	1	-11	10	-0.2	-10	0.95	97
CCOC(=O)N1CCN(C(=O)CN(C)S(=O)(=O)c2ccc(OC)c(OC)c2)CC1
→ 1.1	0	7	1	1	12	0.1	-12	0.96	106
O=S(=O)(c1cccs1)N1CCN(c2ccccn2)CC1
→ 2.6	-3	3	1	-7	-6	0.0	6	0.98	96
CCCc1cc(C(=O)Nc2cc(OC)c(Cl)cc2OC)no1
→ -0.8	-2	-6	1	0	-1	-0.1	1	2	98
COc1ccccc1/C=C/C(=O)NCCC1=CCCCC1
→ -2.2	8	11	0.9	1	-52	0.1	52	0.97	159*
O=c1ccc2ccc(Oc3ccc(Cl)cc3[N+](=O)[O-])cc2o1
→ -0.9	-3	-1	1	-5	-8	0.1	8	1	104
O=C(c1ccc2c(c1)OCCO2)C1CCN(C(=O)c2ccc(F)c(F)c2)CC1
→ -1.4	-6	2	1.1	3	-16	-0.3	16	0.81	97
O=C(CSc1nnc2ccccn12)Nc1cccc(S(=O)(=O)N2CCOCC2)c1
→ 0.3	-8	0	1.1	1	-4	-0.4	5	0.82	97
NC(=O)C1(S(=O)(=O)c2ccccc2)CCCCC1
→ -0.9	-1	-4	1	0	-7	-0.2	7	0.87	101
O=C(Cc1cccs1)NNC(=O)c1ccc(F)cc1
→ -0.5	-7	4	1.1	-4	6	-0.3	-6	1.1	89
O=C(Nc1nc(-c2ccccc2Cl)cs1)c1cccnc1
→ -0.2	-3	-9	1	0	-7	-0.3	7	1.1	99
Cc1cc(=O)n2c3ccccc3n(CC(O)CN3CCCCC3)c2c1C#N (centres undefined)
→ -6.5	-6	15	1.1	-3	-5	0.1	5	1.3	98
CC(C)(C)OC(=O)N[C@@H](Cc1c[nH]c2ccccc12)c1nnc(SCC(N)=O)o1
→ 0.2	-6	4	1.1	1	-6	-0.5	6	0.84	111
CC(=O)Nc1ccc(NC(=O)COc2cccc3c2OC(C)(C)C3)cc1
→ -0.8	0	-1	1	7	-4	-0.1	4	1.1	95
Cc1cc(C(=O)CN2C(=O)NC(c3ccccc3)(c3ccccc3)C2=O)c(C)n1Cc1ccccc1
→ 2.4	-7	13	1.1	3	-13	-0.2	13	0.83	102
Cc1nc([N+](=O)[O-])nn1C12CC3CC(CC(Cl)(C3)C1)C2
→ -0.5	-7	-9	1.1	-1	16	-0.4	-16	1.1	105
COc1ccc2c(C)nc(Nc3nc(C)cc(=O)[nH]3)nc2c1
→ 0.0	nt	nt	nt	nt	6	-0.3	-6	nt	104
CN1/C(=C/C2CC(=O)N(c3cccc4ccccc34)C2=O)C(C)(C)c2ccccc21 (centres undefined)
→ 1.2	-11	-3	1.1	-4	-1	-0.1	1	0.87	100
CCn1c(=O)cc(C(=O)OC)sc1=Nc1ccc(F)c(F)c1
→ -2.0	-5	-1	1.1	0	-7	-0.2	7	1.1	103
Cc1cccc(-n2c(CNC(=O)c3ccc(S(=O)(=O)N4CCCC4)cc3)n[nH]c2=S)c1
→ -0.2	6	2	0.9	-1	-10	-0.2	10	1.1	102

# Random excerpt: two compounds from above.
# The line under a structure holds: Redox H2O2 prof	FLuc inhib CS	G6PDH CS	FLuc act counter	HMGR II inh	APP transl inh	Hsp70 activator	APP 5'UTR act	NF-kB neuron act	STAT1 activator
O=C(c1ccc2c(c1)OCCO2)C1CCN(C(=O)c2ccc(F)c(F)c2)CC1
→ -1.4	-6	2	1.1	3	-16	-0.3	16	0.81	97
O=C(Nc1nc(-c2ccccc2Cl)cs1)c1cccnc1
→ -0.2	-3	-9	1	0	-7	-0.3	7	1.1	99

# More structures follow.
# The line under a structure holds: Redox H2O2 prof	FLuc inhib CS	G6PDH CS	FLuc act counter	HMGR II inh	APP transl inh	Hsp70 activator	APP 5'UTR act	NF-kB neuron act	STAT1 activator
O=C(COC(=O)c1ccccc1F)c1ccc(-n2nncc2-c2ccco2)cc1
→ 0.9	-2	1	1	-5	15	-0.5	-15	1	113
Cc1c(CN2CCC(C)CC2)c(=O)n(-c2ccccc2)n1C
→ -0.3	-5	7	1.1	-2	8	-0.3	-8	1.2	106
COc1ccc2c(c1)cc1n2CCN=C1N
→ 0.4	-4	6	1	-1	-15	-0.3	15	1.4	90
CC(C)(C)c1ccc(C(CC(=O)O)NC(=O)CSc2ccccc2)cc1 (centres undefined)
→ 0.0	-3	0	1	-2	-30	-0.1	31	0.82	98
CC(=O)N1CCc2cc(S(=O)(=O)NC(Cc3ccccc3)C(=O)NCCN3CCCCC3C)ccc21 (centres undefined)
→ -1.4	-10	8	1.1	-1	16	0.2	-16	nt	98
CC1Cc2nc(SCC(=O)NCCc3ccccc3)n(C)c(=O)c2S1 (centres undefined)
→ -0.2	-5	12	1.1	-1	-28	-0.1	28	1.1	95
O=C(O)c1ccccc1SCC(=O)N1CCCCC1
→ 1.7	-7	-7	1.1	-6	3	-0.1	-3	1.4	98
COc1ccc(N2CCN(C(=O)c3ccc4c(=O)n(CCc5ccc(OC)c(OC)c5)c(=O)[nH]c4c3)CC2)cc1
→ -0.8	4	-7	1	-6	6	-0.1	-7	nt	88
CN1CCN(CC(O)COc2ccc(C34CC5CC(CC(C5)C3)C4)cc2)CC1 (centres undefined)
→ 0.1	-2	7	1	-7	-19	-0.3	19	0.59	103
CC1CCCC(C)N1C(=O)CSc1nc(N)c(-c2ccccc2)c(=O)[nH]1 (centres undefined)
→ 3.5	1	12	1	-8	4	0.3	-4	1	98
O=C(O)CCC(=O)NCC1OCCc2ccccc21 (centres undefined)
→ 0.3	-14	11	1.1	-4	-12	-0.1	13	1.2	104
COc1ccc(C(=O)Nc2ccccc2C(=O)NC(Cc2ccc(O)cc2)C(=O)NNC(=O)c2ccccc2)cc1 (centres undefined)
→ -0.3	36	-28	0.6	1	-2	-0.4	2	0.9	100
CCCCNC(=O)Oc1cccc(N2CCCC2=O)c1
→ 1.6	3	-8	1	4	-21	-0.4	21	1.2	98
Cc1c(C(=O)NNS(=O)(=O)c2ccccc2)sc(=S)n1C
→ -0.7	2	-1	1	-3	-6	-0.1	6	1.2	93
CCCN(CCC)C(=O)Cn1c(=O)n(CCCCCC(=O)Nc2ccccc2)c(=O)c2sccc21
→ 0.3	1	-12	1	-3	-24	0.0	24	1.1	101
O=C(CCS(=O)(=O)c1ccccc1)NCCS(=O)(=O)c1ccccc1
→ 13	-6	8	1.1	-5	0	-0.2	0	1.1	99
C=CCOC(=O)C1=C[C@H](c2cn(C(C)=O)c3ccccc23)[C@@H](CCCO)[C@H](OCC)O1
→ 0.4	-5	7	1.1	-1	2	0.0	-2	0.84	87
CCOc1ccccc1-c1nc(-c2cc3ccccc3nc2OC)no1
→ 3.1	-5	-2	1	3	15	-0.2	-15	0.82	103
COc1cc(CN(C)C(C)C(=O)Nc2ccc([N+](=O)[O-])cc2Cl)ccc1OC(F)F (centres undefined)
→ 0.5	0	-22	1	-4	-8	-0.4	8	0.76	97
Cn1c(SCCCC(=O)c2ccccc2)nnc1-c1ccncc1
→ 1.4	-8	9	1.1	-2	-3	-0.3	3	1	105
O=C(COc1cccc(NC(=O)c2cccs2)c1)c1ccc(F)cc1
→ 0.2	6	10	0.9	-4	-3	-0.4	3	0.64	100
CCOCCOC(=O)COC(=O)c1ccccc1NC(=O)c1ccccc1
→ 0.1	-2	-2	1	-7	-3	-0.3	3	1.2	101
COc1ccc(C)cc1NC(=S)N1CCN(c2ccccn2)CC1
→ -0.1	-5	-5	1.1	-7	9	-0.3	-9	0.99	106
